# Lipid storage S3 = qHTS Assay for Lipid Storage Modulators in Drosophila S3 Cells | Drosophila S3 cells, BODIPY lipid droplet fluorescence, 18-24 h; cells fed with added oleic acid | 320,000 compounds, 0.64% hits | Potency in µM for hits, for the others lipid storage change, negative = inhibition, % at the top dose, mostly 46.1 µM; active means well fitted inhibition curve with a large enough effect in the signal ratio, with a control signal flat, not every such curve was filed as active; inconclusive means small, poorly fitted or top-dose-only effect, or effect the other way, or a change in a side signal; the % refers to the signal ratio
#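 Laser-scanning cytometry quantifies lipid droplet accumulation (500–530 nm total intensity; droplet/cell object ratio) in oleic acid-fed (400 uM added) Drosophila S3 cells treated with a concentration series. 20 uM Triacsin C defined 100% inhibition.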
# Lipid storage S3 cell count max = recorded beside Lipid storage S3, whose call it bears; cell number change, %; measured here: cell count max response;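 cells counted by Cell Tracker Red CMTPX staining in the red channel; peak over a dose series mostly up to 46.1 µM; percent activity relative to internal control wells on each plate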
# * hit, by the source's call; i = inactive; ? = inconclusive; . = no result given. On the % scale 0 is the no-effect control and ±100 the full control effect; potency means the concentration at half of the fitted maximal effect.
SMILES,Lipid storage S3,Lipid storage S3 cell count max
COc1ccc(NC(=O)CC(C)C)c([N+](=O)[O-])c1,-7.4%,-23.3
O=C(NCCCN1CCOCC1)c1nn(-c2ccccc2)c(=O)c2ccccc12,i,-6.9
CC(=O)N1C(C)(C)CC(=NOC(=O)c2ccc(C)cc2)CC1(C)C,i,1.5
C#CCOC(=O)c1ccccc1C(=O)O,1.5%,13.9
COc1ccc(-n2nc(C(=O)NCC(=O)NC(C)C)c3ccccc3c2=O)cc1OC,7.6%,5.1
CCc1cc(C=C(Cl)Cl)oc(=O)c1C,17.6%,-4.5
COc1cccc(C(=O)C(C#N)=C(SC)SC)c1,?,.
COc1cc(OC)c(OC)cc1CN1CCC(O)CC1,?,.
CC1(C)CC(=O)C2=C(C1)OC(N)=C(C#N)[C@@]21C(=O)N(CC(N)=O)c2ccccc21,-2.3%,5.3
O=C(NCC1CCC(C(=O)O)CC1)OCc1ccccc1 (stereo not given),13.4%,-7.1
COc1ccc([N+](=O)[O-])cc1NC(=O)CSc1ncccn1,?,.
C/C(=N\NC(=O)Cn1ccc(C(F)(F)F)n1)c1ccc(N2CCOCC2)cc1,26.9%,6.8
O=C(CN1CCN(S(=O)(=O)c2ccc(F)cc2)CC1)Nc1ccccc1F,?,.
Cc1cc(C)c(S(=O)(=O)Cc2ccccc2)c(OC(C)C)n1,4.4%,4.6
COC(=O)C1=C(C)N(c2ccc(OC)cc2)C(=O)/C1=C\c1cccs1,-0.9%,7.5
O=[N+]([O-])c1ccc2ccn(C3OCC(O)C(O)C3O)c2c1 (stereo not given),-1.3%,9.5
Cc1ccc(S(=O)(=O)N(C)C)cc1NC(=O)CSc1ncc(C(F)(F)F)cc1Cl,?,.
CCCOc1ccc(/C=N/Nc2ccccc2[N+](=O)[O-])c(OCCC)c1,?,.
Cn1c(=O)oc2cc(S(=O)(=O)N3CCCC(C(=O)Nc4ccccn4)C3)ccc21 (stereo not given),?,.
O=C(Nc1ccc2nc3n(c(=O)c2c1)CCCC3)c1cccc(F)c1,16.5%,.
COc1ccc(NC(=O)c2sc3nc(-c4cccnc4)ccc3c2N)cc1OC,-20.5%,26.2
O=C(CN(Cc1ccco1)C(=O)CNS(=O)(=O)c1ccc(F)cc1)NCc1ccc(F)cc1,i,9.9
O=C(COC(=O)C1CC(=O)N(Cc2ccco2)C1)c1ccc(OC(=O)c2ccco2)cc1 (stereo not given),?,.
COc1cc2[nH]c3ccccc3c2cc1C,?,.

# Single entries from above.
# COc1ccc(-n2nc(C(=O)NCC(=O)NC(C)C)c3ccccc3c2=O)cc1OC | Lipid storage S3 cell count max = 5.1
# Cc1cc(C)c(S(=O)(=O)Cc2ccccc2)c(OC(C)C)n1 | Lipid storage S3 cell count max = 4.6

# Carrying on.
SMILES,Lipid storage S3,Lipid storage S3 cell count max
Cc1ccc(S(=O)(=O)N2CCN(C(=O)CCn3nc(C)c(C)c3C)CC2)cc1C,?,.
Cc1cc(C)cc(NC(=O)[C@H](NC(=O)[C@@H]2Cc3ccccc3CN2)c2ccccc2)c1,?,.
O=C(O)CCc1nc2ccccc2c(=O)[nH]1,-3.1%,8.7
Cc1ccc(CNC(=O)/C(C#N)=C\c2ccc(N(C)C)cc2)cc1,?,.
CC(C)c1ccccc1NC(=S)N1CCN(S(=O)(=O)c2cccs2)CC1,?,.
CC(=O)c1ccc(OCC(=O)N2CCCC(Nc3ccc(C)c(C)c3)C2)cc1 (stereo not given),?,.
Cc1ccc(NC(=O)CN(C)C(=O)COc2cccc3cccnc23)cc1,13.3%,27.5
CCOc1cc(C(=O)NC(=S)Nn2cnnc2)cc(OCC)c1OCC,?,.
COCC(=O)Nc1ccc(S(=O)(=O)N2CCCC2)cc1,-3.0%,0.0
CC(C)(C)NC(=O)C(c1cccs1)N(C(=O)c1csnn1)c1cccc(F)c1 (stereo not given),?,.
CCCCN(C)C(=O)c1cn(CC)c2ccc(S(=O)(=O)N(C)C)cc2c1=O,?,.
COc1ccc(C(=O)NCc2nnc(SCC(=O)Nc3ccccc3F)o2)cc1,1.4%,.
C/C(=N\Nc1ccc(Cl)c(C(=O)O)c1)c1ccc(N2CCOCC2)cc1,i,25.0
COc1ccc(S(=O)(=O)Nc2c(C)ccc3nsnc23)cc1OC,?,.
O=C(NNC(=O)c1ccc(Br)o1)c1csc(N2CCOCC2)n1,?,.
Nc1nccnc1C(=O)OCc1nc2sc3c(c2c(=O)[nH]1)CCCC3,-19.7%,-6.1
NS(=O)(=O)c1ccc(CCNC(=O)CN2C(=O)c3ccccc3S2(=O)=O)cc1,-14.8%,-9.4
Cc1cc(OC(F)F)ccc1NC(=S)NC1CCCC1,?,.
Cc1ccc(C)c(NC(=O)CN(C)C(=O)Cn2c(=O)oc3ccccc32)c1,?,.
CCOc1ccc(/C=C\C(C)=N\O)cc1,-4.2%,.
O=C(CSc1nc2ncc(Cl)cc2[nH]1)c1ccc2c(c1)OCO2,1.9%,-0.1
CC(C)Nc1nc(NC(C)C)nc(Nn2cnnc2)n1,-11.9%,-7.5
COc1ccc(C)cc1S(=O)(=O)Nc1ccncc1,-11.4%,-5.5
CCOC(=O)C1CCCN(c2nc3ccccc3nc2C(C#N)C(=O)OC(C)COC)C1 (stereo not given),7.2%,-3.9

# In a second layout: results already given.
Cc1ccc(C)c(NC(=O)CN(C)C(=O)Cn2c(=O)oc3ccccc32)c1
  Lipid storage S3: ? | Lipid storage S3 cell count max: .
CCOc1ccc(/C=C\C(C)=N\O)cc1
  Lipid storage S3: -4.2% | Lipid storage S3 cell count max: .

# (list continues)
SMILES,Lipid storage S3,Lipid storage S3 cell count max
Cc1[nH]n(-c2ccccc2)c(=O)c1CCO,-4.7%,16.5
O=C(c1cccs1)N1CCCC1,4.8%,-4.0
CC1(C)Cc2c(sc3c2c(=N)n(Cc2ccco2)c(=O)n3CC(=O)Nc2ccc(Cl)cc2)CO1,?,.
CC(C)(C)C(=O)Nc1c(Br)c(C2CC2)nn1-c1ccccc1,-16.8%,-0.1
O=C(Nc1cc(SCC(O)CO)cc([N+](=O)[O-])c1)c1ccc(-n2cnnn2)cc1 (stereo not given),?,.
Cc1cc(Br)ccc1NC(=O)C1C2CCC(O2)C1C(=O)O (stereo not given),i,-9.0
COc1ccc(S(=O)(=O)N2CCC(C(=O)N3CCN(C)CC3)CC2)cc1Cl,?,.
Cc1ccccc1Oc1nc2ccccc2n2cnnc12,?,.
COc1ccc(CC(=O)NCc2n[nH]c(=S)n2-c2cccc(Cl)c2)cc1,-19.0%,-15.9
CC1C/C=C/C=C/C=C/C=C/C(O[C@@H]2O[C@H](C)[C@@H](O)[C@H](N)[C@@H]2O)CC2OC(O)(CC(O)CC3OC3/C=C/C(=O)O1)CC(O)C2C(=O)O (stereo not given in full),-3.0%,-5.3
Cc1ccc(CCN2CC(C(=O)NCCCN3CCCCC3)CC2=O)cc1 (stereo not given),i,5.4
COc1ccc(-c2nc3ccccc3o2)cc1NC(=O)CSc1ccc(Cl)cc1,10.7%,-5.7
Cn1cc(CN2CCC(n3nccc3NC(=O)CCc3ccccc3)CC2)cn1,?,.
CN(CC(=O)Nc1cccc(F)c1)C(=O)Cn1c(=O)cnc2ccccc21,?,.
COCCNC(=O)c1ccc(C2SCC(=O)N2CCc2ccccc2)cc1 (stereo not given),?,.
CCn1c2ccccc2c2cc(NS(=O)(=O)c3ccc(C)cc3)ccc21,3.6%,12.9
Cc1ccc2nc3c(cc2c1)c(NC(=O)C1CCCO1)nn3CC(C)C (stereo not given),?,.
CN(CCc1ccccc1)C(=O)c1cc(COc2ccc(F)cc2Cl)on1,?,.
Cc1nc2c3ccccc3nc(SCC(=O)N3CC(C)CC(C)C3)n2n1 (stereo not given),?,.
COc1cc(NC(=O)C2CCCCC2)c(OC)cc1NC(=O)CN1CCCCC1,?,.
Cc1ccc(OCc2nnc(SCC(=O)Nc3ccc4c(c3)OCCO4)n2Cc2ccco2)cc1,?,.
Cc1c(NC(=O)CSc2nnc(COc3ccccc3)n2-c2ccccc2)c(=O)n(-c2ccccc2)n1C,0.1%,23.9
O=C(NCCN1CCOCC1)c1ccc(-c2ccccc2)cc1,?,.
COc1ccc2[nH]c(C)c(CCNC(=S)Nc3cc(C)cc(C)c3)c2c1,?,.
Cc1cccc(NC(=O)[C@@H]2CCCN2C2=NS(=O)(=O)c3ccccc32)c1C,?,.
COc1ccc(C(=O)CCC(=O)Nc2ccc(N3CCCCC3)cc2)cc1OC,?,.
O=C(COC(=O)c1ccccc1[N+](=O)[O-])NCCCc1ccccc1,-12.2%,6.3
COc1cc(C(=O)OCn2nnc3ccccc3c2=O)cc(OC)c1OC,?,.
S=C(Nc1ccc(Cc2ccncc2)cc1)Nc1cccc(Cl)c1,?,.
CCCCn1c(SCC(N)=O)nc2c(sc3ccccc32)c1=O,?,.
COCCn1c(SCC(=O)N2CCOCC2)nc2ccccc2c1=O,?,.
COC(CNC(=O)c1ccc2c(c1)ncn2-c1ccc(F)c(F)c1)OC,-2.0%,6.0
CS(=O)(=O)Nc1ccccc1C(=O)Nc1ccccc1C(=O)N1CCCC1,?,.
CCc1nnc(NS(=O)(=O)c2ccc(N3C(=O)c4ccc(C(=O)O)cc4C3=O)cc2)s1,?,.
CC1(C)C(=O)NCCN1C(=O)CCC(=O)O,0.5%,-0.7
CN(CC(=O)Nc1cccc(S(=O)(=O)N(C)C)c1)Cc1ccccc1,?,.

# A different layout for part of the listing above.
Lipid storage S3,Lipid storage S3 cell count max,SMILES
4.8%,-4.0,O=C(c1cccs1)N1CCCC1
-2.0%,6.0,COC(CNC(=O)c1ccc2c(c1)ncn2-c1ccc(F)c(F)c1)OC
?,.,CC(C)c1ccccc1NC(=S)N1CCN(S(=O)(=O)c2cccs2)CC1
0.1%,23.9,Cc1c(NC(=O)CSc2nnc(COc3ccccc3)n2-c2ccccc2)c(=O)n(-c2ccccc2)n1C
?,.,COc1ccc(C(=O)CCC(=O)Nc2ccc(N3CCCCC3)cc2)cc1OC

# Carrying on.
SMILES,Lipid storage S3,Lipid storage S3 cell count max
COc1ccc(NC(=O)CN2C(=O)C(c3ccccc3)=NC23CCCCCC3)cc1OC,-29.0%,-24.1
CCC(C(=O)OC)n1cnc2scc(-c3ccc(C)cc3)c2c1=O (stereo not given),?,.
CCN1CCN(c2ccc(NC(=O)c3cccc(F)c3)cc2Cl)CC1,?,.
COc1ccc(C(CC(=O)N2CCCC(C)C2)c2c(OC)cc(OC)c3c(-c4ccccc4)cc(=O)oc23)cc1 (stereo not given),-0.4%,-12.3
COCCNC(=O)C(c1ccc(C)o1)N(Cc1cccs1)C(=O)c1snc(C(N)=O)c1N (stereo not given),i,.
CCCc1cc(=O)n2[nH]c(C)c(-c3ccccc3)c2n1,?,.
O=C(COc1ccc(Cl)cc1)N1CCN(C(=O)c2cccs2)CC1,-7.6%,-3.7
O=C(O)COc1ccc(/C=N/NC(=O)COc2nsnc2N2CCOCC2)cc1,3.2%,11.7
CCOc1nc(NC(=O)NS(=O)(=O)Oc2cccc(Cl)c2)nc(-c2ccccc2)n1,0.1%,-3.4
Cn1nc(Oc2nc(N3CCOCC3)nc(N3CCOCC3)n2)ccc1=O,?,.
COc1ccc(N=C(C)C2=C(O)CSC2=O)cc1,3.1%,-1.1
CC1(c2ccccc2)CC(C)(C)N(C(=O)CSc2nnc(N)s2)c2ccccc21 (stereo not given),?,.
O=C(O)C=C1C2CC3CC(C2)CC1C3,?,.
CC(=O)N1CCN(CCN=CC2=C(O)CC(c3cccs3)CC2=O)CC1 (stereo not given),20.6µM*,-26.6*
CCc1cc(C(=O)NCC2CCCO2)sc1C (stereo not given),?,.
CCCC(c1c(C)n(C)n(-c2ccccc2)c1=O)c1c(C)n(C)n(-c2ccccc2)c1=O,?,.
Clc1ccc(CSc2nnc3c(n2)[nH]c2ccccc23)cc1,10.2%,25.2
Cc1ccc(C)c(CN2CCN(c3ncccn3)CC2)c1,11.8%,-1.6
CCSCCOC(=O)C1=C(C)NC(=O)NC1c1cc(OC)ccc1OC (stereo not given),?,.
Cc1ccc(NC(=S)N/N=C/c2cccn2Cc2ccccc2F)cc1,-14.1%,-7.6
O=[N+]([O-])c1ccc(CSc2nnc(-c3cnccn3)o2)cc1,i,.
O=S(=O)(CCSc1ccccn1)c1nc2ccccc2s1,?,.
CCCn1c(=O)c(Br)cn(-c2ccccc2C)c1=O,19.4%,6.7
CC(=O)N(CN1C(=O)c2ccc([N+](=O)[O-])cc2C1=O)c1ccc(F)cc1,i,.
COc1ccc(CNC(=O)CCNC(=O)c2ccc(C(C)(C)C)cc2)cc1OC,?,.
O=C(c1ccc([N+](=O)[O-])cc1)N(Cc1ccc(Cl)cc1Cl)N1C(=O)CCCC1=O,?,.
CC1=C(C(=O)OCc2ccccc2)C(c2ccccc2)NC(=O)N1CCCCCC(=O)O (stereo not given),2.6%,-7.3
CCOc1ccc(S(=O)(=O)N2CCN(C(=O)c3cccnc3)CC2)cc1,i,.
CC(=O)c1cc(C#N)c(SCC(=O)OC(C)C)nc1C,?,.
CCOC(=O)C1=C(COC(=O)CCC(=O)c2ccc(C)cc2)NC(=O)NC1C (stereo not given),16.2%,25.4
O=C(NCC1CCCN1S(=O)(=O)c1cccs1)c1ccc(Cl)cc1 (stereo not given),?,.

# One compound at a time, from the list above.
# `COc1ccc(CNC(=O)CCNC(=O)c2ccc(C(C)(C)C)cc2)cc1OC` is listed as Lipid storage S3 = ?; Lipid storage S3 cell count max = .
# `O=C(NCC1CCCN1S(=O)(=O)c1cccs1)c1ccc(Cl)cc1` (stereo not given) is listed as Lipid storage S3 = ?; Lipid storage S3 cell count max = .

# This is a subset; the hit share may differ from the screen's.
